Source: PubChem (several laboratories)
Wnt act – Wnt/beta-catenin pathway activators, primary screen, cell-based, plate reader, single point | activation, % at 9.35 µM | 1.2% of 300,000 active | Wnt/beta-catenin reporter cell assay, activator; in the data active means activation above about 30%, passing the limit was not always enough; inconclusive means no clear call, values can overlap the other calls;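 further: 0% = neutral control wells and 100% = positive control wells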
cardiac RTF act – cardiac RTF calcium sensitivity activators, primary screen, biochemical, IANBD-TnC fluorescence, EC20 calcium; Troponin I, cardiac muscle (Homo sapiens) + Troponin T, cardiac muscle (Homo sapiens) + …; IANBD-labeled TnC RTF fluorescence at EC20 calcium; 0% EC20 calcium, 100% full calcium; activation, % at 7.2 µM; 0.24% of 340,000 active; AID 493008, 2010;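 active means activation above the mean over all tested compounds plus 3 SD, cut at about 30% in these data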;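 further: rise in fluorescence read as greater calcium sensitivity of cardiac thin filaments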
Rtt109 HAT inh – inhibitors of C. albicans Rtt109/Vps75 HAT, primary screen, biochemical, ThioGlo CoA-SH fluorescence, plate reader; Histone acetyltransferase RTT109 (Candida albicans (strain SC5314 / ATCC MYA-2876)), …; inhibition, % at 34.9 µM; purified Rtt109/Vps75, 4 h; 0.16% of 330,000 active;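 active means inhibition of at least 50% in every replicate; inconclusive means best replicate reaches 50% inhibition but some replicates fall short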
MITF act – activators of MITF-driven TRPM1 promoter reporter, primary screen, cell-based, SK-MEL-5, luciferase, single point; SK-MEL-5 TRPM1-promoter luciferase, 24 h; % of positive control, neutral wells = 0; activation, % at 12.5 µM; 0.75% of 300,000 active; AID 588334, 2011;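 active means mean activation of at least 80% with every replicate also reaching 80%; inconclusive means mean reaches 80% but some replicate falls short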;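 further: 0% = neutral control wells and 100% = parthenolide positive control wells; values of inactives mirror those of a sister screen read the other way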
dFosB activator – activators of delta FosB homodimer, primary screen, biochemical, fluorescence polarization, TAMRA-CDK5 oligo, single point; purified delta FosB; percent of positive-control signal above neutral wells; activation, % at 25 µM; 0.99% of 340,000 active; AID 493131, 2011;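 active means mean activation above about 17%, with every replicate also reaching it, limit read from the data, passing the limit was not always enough; inconclusive means only one of the two conditions met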;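 further: fluorescence polarization rise as delta FosB binds a TAMRA Cdk5 AP-1 oligo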
Target sequence (P13346 whole entry, looked up): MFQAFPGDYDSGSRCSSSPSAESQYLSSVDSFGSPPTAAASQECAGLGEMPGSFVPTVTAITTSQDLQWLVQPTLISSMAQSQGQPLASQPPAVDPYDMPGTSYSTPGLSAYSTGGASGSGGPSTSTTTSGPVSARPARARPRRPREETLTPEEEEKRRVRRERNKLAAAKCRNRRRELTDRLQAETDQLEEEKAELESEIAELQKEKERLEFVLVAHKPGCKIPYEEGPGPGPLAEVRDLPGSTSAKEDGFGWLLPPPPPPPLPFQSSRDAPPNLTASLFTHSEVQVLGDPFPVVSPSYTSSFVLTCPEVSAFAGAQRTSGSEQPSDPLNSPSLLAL
V-ATPase pHluor – regulators of yeast V-ATPase proton pumping, primary screen, pHLuorin cytosolic pH fluorescence; S. cerevisiae; response, % at 10 µM; 0.37% of 350,000 active; AID 504577, 2011; in the data active means response mostly above about 7.3%, no sharp cut-off; inactive means mostly below about 5.4%; further: actives read high; inactives centre near 0; some compounds called inactive have numbers as strong as hits
CAL PDZ FP-1 – untagged CAL PDZ binding inhibitors, primary screen, biochemical, fluorescence polarization, HTS; Golgi-associated PDZ and coiled-coil motif-containing protein (Homo sapiens), Q9HD26; purified CAL PDZ, TMR-peptide fluorescence polarization, 1 h; inhibition, % at 24.9 µM; 0.92% of 300,000 active; AID 602252, 2012;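 active means mean inhibition of at least 30% with at least half of replicates also reaching 30%; inconclusive means no clear call, values can overlap the other calls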;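 further: 0% = DMSO neutral control and 100% = excess unlabeled competitor peptide PRC23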
CAL PDZ FP-2 – CAL PDZ peptide-binding inhibitors, primary screen, biochemical, fluorescence polarization, Cer-tagged CAL PDZ, HTS; Golgi-associated PDZ and coiled-coil motif-containing protein (Homo sapiens), Q9HD26; purified CAL PDZ, TMR-peptide fluorescence polarization, 1 h; inhibition, % at 20 µM; 0.02% of 330,000 active; AID 504414, 2011;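 active means highest replicate inhibition of at least 40%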;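 further: plate controls were DMSO neutral control wells for no effect and unlabeled competitor peptide control wells for full effect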
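Test system: tagged CAL PDZ domain / Buffer or medium: sodium phosphate/NaCl buffer pH 7.4 with TCEP, IgG, Thesit / Reagent: TMR-labelled reporter peptide T*-PRC34 bound in PDZ groove / Compound dosing: single point, 20 µM / Schedule: 1 h incubation at room temperature before polarization reading / Technique: fluorescence polarization (mP) / Benchmarks: unlabelled peptide, DMSO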
Tat export inh – E. coli Tat export inhibitors, primary screen, MC4100, TorA-mCherry reporter, fluorescence, single point. inhibition, % at 10 µM. 0.036% of 340,000 active;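 active means mean replicate inhibition at least 50% and at least half of replicates individually reaching 50%; inconclusive means only one of the two criteria met; inactive means neither criterion met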;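 further: exported cargo escapes ClpAP degradation while cytoplasmic cargo is degraded and loses fluorescence; 0% = median of neutral control wells and 100% = median of NaSCN control wells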
CDK5 p35 inh – inhibitors of human CDK5/p35 kinase, primary screen, biochemical, single concentration; Cyclin-dependent kinase 5 (Homo sapiens) + Cyclin-dependent kinase 5 activator 1 (Homo …; 0.01% of 330,000 active; Recombinant CDK5/p35, ADP-Glo luminescence, 60 min; AID 488839, 2010; inhibition, % at 10 µM;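 active means highest replicate inhibition of at least 50% and at least 75% of replicates reaching 50%; inconclusive means only one of the two criteria met; inactive means both criteria failed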;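 further: plate controls were DMSO neutral control for no effect and GW8510 at 10 µM for full effect; many of its hits are not listed in these tables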
Target sequence (Q00535 whole entry, looked up): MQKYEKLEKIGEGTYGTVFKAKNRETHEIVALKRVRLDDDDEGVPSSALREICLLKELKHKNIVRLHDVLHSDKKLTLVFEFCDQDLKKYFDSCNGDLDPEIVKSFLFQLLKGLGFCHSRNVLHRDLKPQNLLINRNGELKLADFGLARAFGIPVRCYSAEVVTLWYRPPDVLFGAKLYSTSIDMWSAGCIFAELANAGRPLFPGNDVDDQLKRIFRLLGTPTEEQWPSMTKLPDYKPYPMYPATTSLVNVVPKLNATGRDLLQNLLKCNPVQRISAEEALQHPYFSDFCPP
Target sequence (Q15078 whole entry, looked up): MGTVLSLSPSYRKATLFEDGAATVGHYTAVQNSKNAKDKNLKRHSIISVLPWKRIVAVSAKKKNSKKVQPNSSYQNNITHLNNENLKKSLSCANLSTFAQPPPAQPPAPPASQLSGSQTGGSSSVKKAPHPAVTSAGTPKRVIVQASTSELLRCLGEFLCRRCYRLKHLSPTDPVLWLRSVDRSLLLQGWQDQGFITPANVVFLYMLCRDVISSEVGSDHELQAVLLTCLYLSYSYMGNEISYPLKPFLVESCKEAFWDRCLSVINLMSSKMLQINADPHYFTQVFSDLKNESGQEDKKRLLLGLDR
Starred values were filed as active, the others as inactive; ? = inconclusive; . = no result given.

item	structure	V-ATPase pHluor	Wnt act	Rtt109 HAT inh	CDK5 p35 inh	cardiac RTF act	MITF act	dFosB activator	Tat export inh	CAL PDZ FP-2	CAL PDZ FP-1
1	Cc1cc(C)cc(N(CC(=O)NC2CCCC2)S(=O)(=O)c2c(C)[nH]c(=O)[nH]c2=O)c1	1	3	29	0.8	6	0	2	0	-1.4	-3
2	COc1ccccc1N1C(=O)c2ccccc2NC1c1cc(OC)c(OC)c(OC)c1 (stereo unspecified)	-8	-1	-33	0.4	3	-3	-19	3	-0.1	-6
3	Cc1ccc(S(=O)(=O)Nc2ccc(N3CCOCC3)cc2)cc1C	-5	1	-1	0.9	0	-7	-12	1	-2.0	-1
4	COC(=O)c1ccc(C)c(NC(=O)CN(c2ccccc2)S(=O)(=O)N(C)C)c1	-2	-8	2	-0.7	-1	1	3	-5	-0.6	1
5	O=C(O)c1cccc(N/N=C/c2cccs2)c1	0	-2	5	2.6	10	-76	4	-6	0.2	-3
6	COc1ccccc1CCNC(=O)CSc1ccc(-c2ccco2)nn1	-2	-2	-1	-0.3	1	-10	-10	2	-0.8	0
7	COc1ccccc1/C=N\Nc1cn[nH]c(=O)c1Cl	.	4	.	-2.0	4	-22	2	-5	-2.6	-3
8	Cc1ccccc1C1c2[nH]c3ccccc3c2C[C@H]2C(=O)N(C3CC3)CC(=O)N12 (stereo partly specified)	4	1	15	0.9	-1	-7	1	-7	0.5	-3
9	C=CC[C@@H](CC(=O)NCCO)C(=O)NC[C@H](OC(=O)[C@@H](CC=C)CC(=O)OC(C)(C)C)c1ccccc1	-1	-8	5	-2.4	-1	-1	-2	7	0.0	-4
10	CC1CCC/C(=N\NC(=O)c2ccncc2)C1 (stereo unspecified)	1	-3	0	0.3	0	10	2	-4	-0.5	7
11	COc1ccc2oc(C(=O)N3CCN(c4ncccn4)CC3)c(C)c2c1	-3	-1	-7	0.5	-2	0	-11	-10	-1.3	-3
12	CN(Cc1cn(-c2ccccc2)nc1-c1ccc(Cl)cc1)C(=O)CCC(=O)O	-2	1	-37	0.3	6	9	0	-2	-1.9	-2
13	Nc1nc(-c2ccccc2)nn1S(=O)(=O)c1ccccc1	0	-3	-15	0.3	8	14	-12	11	-1.0	-4
14	COc1cccc(CNc2nc3nc(C)c(Cl)c(=O)n3[nH]2)c1	-4	2	1	-1.3	0	9	2	-3	0.2	0
15	CCC(=O)N1CCN(c2ccc(Cl)cc2NC(=O)c2ccc(Br)o2)CC1	3	-16	1	-0.1	1	-4	-5	-5	0.0	-1
16	O=C(NCCCC1CCCC1)C1CCC(=O)N(Cc2ccccc2F)C1 (stereo unspecified)	-3	-3	-2	-0.6	-2	-1	-4	-3	-0.7	.
17	CCCCCn1c(=O)[nH]c2cc(C(=O)NCc3ccccn3)ccc2c1=O	-2	1	-4	1.5	-1	-4	-6	-7	-4.0	1
18	O=c1c(Oc2ccccc2)coc2cc(O)cc(O)c12	1	-1	3	1.7	4	.	-2	19	-1.8	-2
19	Cc1c(OCC(=O)N[C@@H](Cc2ccccc2)C(=O)O)ccc2c3c(c(=O)oc12)CCC3	-1	-1	13	0.8	0	.	-15	2	0.2	-2
20	CC1(c2ccccc2Cl)NC(=O)N(CC(=O)NC(=O)NCc2ccco2)C1=O (stereo unspecified)	13	0	-10	-0.1	0	-13	-5	0	-1.6	-7
21	COC(=O)CCC(=O)N1CCCC(CO)(Cc2ccccc2)C1 (stereo unspecified)	3	?	-13	0.3	-1	95*	0	1	-1.8	0
22	COc1ccc(/C=N/N=C/c2c[nH]c(=O)c(C#N)c2Nc2ccccc2)cc1	-2	-2	0	-2.6	5	34	-28	-2	-6.0	-2
23	CCCN1C(=O)c2ccc(C(=O)Nc3cc(C)on3)cc2C1=O	-2	-1	-13	2.3	-3	13	-5	0	-0.7	4
24	CCCOc1ccc(-c2c(C(=O)N/N=C(\C)c3cccs3)nnn2-c2nonc2N)cc1	-3	-2	14	1.6	-7	-2	5	-2	-0.1	1
25	O=C(Nc1ccc(O)c2c(=O)cc(-c3cccc(Cl)c3)oc12)c1ccccc1Cl	-1	-5	-5	0.4	-2	-17	-7	-3	-0.1	-5

Profiles, quoted from the list. Screens in order: V-ATPase pHluor	Wnt act	Rtt109 HAT inh	CDK5 p35 inh	cardiac RTF act	MITF act	dFosB activator	Tat export inh	CAL PDZ FP-2	CAL PDZ FP-1
Results for CCCCCn1c(=O)[nH]c2cc(C(=O)NCc3ccccn3)ccc2c1=O = -2	1	-4	1.5	-1	-4	-6	-7	-4.0	1
Results for O=C(NCCCC1CCCC1)C1CCC(=O)N(Cc2ccccc2F)C1 (stereo unspecified) = -3	-3	-2	-0.6	-2	-1	-4	-3	-0.7	.

The listing picks up, starting 2 compounds before the break.
item	structure	V-ATPase pHluor	Wnt act	Rtt109 HAT inh	CDK5 p35 inh	cardiac RTF act	MITF act	dFosB activator	Tat export inh	CAL PDZ FP-2	CAL PDZ FP-1
24	CCCOc1ccc(-c2c(C(=O)N/N=C(\C)c3cccs3)nnn2-c2nonc2N)cc1	-3	-2	14	1.6	-7	-2	5	-2	-0.1	1
25	O=C(Nc1ccc(O)c2c(=O)cc(-c3cccc(Cl)c3)oc12)c1ccccc1Cl	-1	-5	-5	0.4	-2	-17	-7	-3	-0.1	-5
26	Cc1ccc(N2C(=O)N3[C@H](c4cccc(C)c4)[C@@H]4C(=O)N(Cc5ccccc5)C(=O)[C@@H]4[C@]3(C)C2=O)cc1	-6	-2	-7	-0.9	3	2	-1	-8	-0.2	-3
27	COc1ccc(C(=O)NC2CCCCCC2)cc1S(=O)(=O)N1CCCC1	-5	-1	-1	-1.4	3	3	-9	-5	-0.6	0
28	Cc1cc(OCC(=O)NCCN2CCOCC2)ccc1Br	-2	.	-3	-1.8	1	.	8	4	0.2	.
29	O=C(CNC(=O)c1ccc(N2C(=O)c3ccccc3C2=O)cc1)OCC(=O)c1ccccc1	-2	.	21	1.0	0	1	13	1	-1.0	4
30	Cc1ncoc1C(=O)Nc1ccc(Oc2ccccc2)cc1	3	.	-3	-2.4	5	38	-1	6	-3.5	.
31	Cn1c(CCC(=O)Nc2ccc(N3CCOCC3)cc2)nc(=O)c2ccccc21	0	0	-4	-2.2	1	0	-5	-5	0.1	3
32	O=C1CC(SC(=Nc2ccccc2)Nc2ccccc2)C(=O)N1c1cccc2ccccc12 (stereo unspecified)	.	.	5	-0.6	0	-1	-8	-3	-1.1	1
33	O=C(Nc1ccc2nc3n(c(=O)c2c1)CCCCC3)c1c(F)ccc([N+](=O)[O-])c1F	0	-1	-12	-0.7	-3	-96	1	-10	-3.6	-4
34	CCOC(=O)c1ccc(N/C=C/C(=O)C(C)(C)C)cc1	-1	78*	-6	-2.5	-5	57	-4	-8	-2.1	-2
35	COc1ccc(OC)c(C(C)NC(=O)C(C)Cc2ccccc2)c1 (stereo unspecified)	3	-1	-3	-1.7	2	-1	-16	-6	-0.4	9
36	c1ccc(C2CC(c3ccccc3)n3c(nc4ccccc43)N2)cc1 (stereo unspecified)	2	0	13	1.4	-1	7	?	-5	0.3	-2
37	CCCNC(=O)c1ccc(N2CCC3(CC2)CC(c2ccccc2)=NO3)c(NC(=O)c2cccc(OC)c2)c1	-2	-6	11	3.6	-5	-1	-8	-3	0.3	0
38	Cc1cc(C)c(C)c(OCCCCN(C)Cc2ccccc2)c1	1	-6	-1	-0.1	-2	4	-8	-10	0.2	-4
39	O=C(NCC1CCCO1)c1ccc2c(c1)N(Cc1ccc(F)cc1Cl)C(=O)CS2 (stereo unspecified)	2	-4	-4	.	1	5	-8	5	-2.4	0
40	COc1cc(OC)c(S(=O)(=O)NCc2ccco2)cc1S(=O)(=O)NCc1ccco1	-4	.	-1	0.5	-5	-10	-3	-4	-0.9	-2
41	NC(=O)CSc1nccn1Cc1ccccc1	-3	0	-6	1.6	-1	-12	-5	-1	-0.1	2
42	CCOc1cccc(C(=O)Nc2ccc3oc(Cc4ccc(Cl)cc4)nc3c2)c1	0	.	-10	1.0	1	-16	-3	2	-1.2	-5
43	CCN1CCN(C(=O)C(Cc2ccccc2)NC(=O)c2ccc(Cl)c(S(=O)(=O)N(C)C)c2)CC1 (stereo unspecified)	1	-2	-1	1.0	-2	-9	-6	-11	0.6	-2
44	COc1ccc(OC)c(CN2CCN(C(=O)CCC(=O)c3cccs3)CC2)c1	3	1	-9	1.2	-10	-3	4	-2	-3.2	-2
45	CC(=O)c1cnc2cc(-c3cccc(Br)c3)nn2c1C	1	14	.	-4.2	-1	56	4	-11	0.1	-2
46	Cc1c(OCC(=O)NCc2ccncc2)ccc2c3c(c(=O)oc12)CCC3	6	0	-6	.	-4	8	0	3	-1.5	-1
47	O=C(CNC(=O)c1sc2ccccc2c1Cl)OCc1ccccc1	4	0	-5	-1.3	3	0	-5	8	-2.9	-3
48	Cc1ccc(NC(=O)c2ccccc2NS(=O)(=O)c2ccc(Cl)s2)cc1S(=O)(=O)N1CCOCC1	3	1	14	-1.2	-4	-19	-3	7	-0.6	-5
49	CN1CCCN(C(=O)c2ccc(Br)s2)CC1	-1	0	-2	-1.0	0	4	-1	2	0.2	-9
50	Cn1c(SCc2c(Cl)cccc2Cl)nnc1-c1ccc2nonc2c1	-6	0	-21	-3.0	1	.	-1	2	-0.5	.
51	O=C(CCC1CCCCC1)NCCS(=O)(=O)N1CCN(c2ccccc2)CC1	0	-4	-1	-3.3	-7	-15	-10	8	-1.1	-1
52	Cc1cc(N2CCOCC2)nc(-c2ccccc2O)n1	60*	3	-4	6.1	-4	13	-2	-4	2.0	-1

Arranged by the number under MITF act (ascending): 3 of the compounds above.
item	structure	V-ATPase pHluor	Wnt act	Rtt109 HAT inh	CDK5 p35 inh	cardiac RTF act	MITF act	dFosB activator	Tat export inh	CAL PDZ FP-2	CAL PDZ FP-1
36	c1ccc(C2CC(c3ccccc3)n3c(nc4ccccc43)N2)cc1 (stereo unspecified)	2	0	13	1.4	-1	7	?	-5	0.3	-2
30	Cc1ncoc1C(=O)Nc1ccc(Oc2ccccc2)cc1	3	.	-3	-2.4	5	38	-1	6	-3.5	.
45	CC(=O)c1cnc2cc(-c3cccc(Br)c3)nn2c1C	1	14	.	-4.2	-1	56	4	-11	0.1	-2
